UBC9 SUMO inh = SUMOylation inhibition; inhibition, % at 35 µM; HTRF SUMOylation assay, SAE1/SAE2 + UBC9, in vitro; 290,000 tested, 0.36% active; in the data active = inhibition above about 50%, passing the limit was not always enough; note: strong numbers were not always called active
pCIP destab = p/CIP protein destabilization; F442A p/CIP-EGFP cells, EGFP fluorescence, 16 h; decrease of EGFP signal, % at 10 µM; 290,000 tested, 0.01% active;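 active = EGFP signal decrease of at least 30% at 10 µM or well 3 SD below plate mean, unless failing retest; inactive = the rest, including hits failing retest or dose response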; note: some compounds called inactive have numbers as strong as hits; many of its hits are not listed in these tables
Target sequence (Q05BA5 1-1403): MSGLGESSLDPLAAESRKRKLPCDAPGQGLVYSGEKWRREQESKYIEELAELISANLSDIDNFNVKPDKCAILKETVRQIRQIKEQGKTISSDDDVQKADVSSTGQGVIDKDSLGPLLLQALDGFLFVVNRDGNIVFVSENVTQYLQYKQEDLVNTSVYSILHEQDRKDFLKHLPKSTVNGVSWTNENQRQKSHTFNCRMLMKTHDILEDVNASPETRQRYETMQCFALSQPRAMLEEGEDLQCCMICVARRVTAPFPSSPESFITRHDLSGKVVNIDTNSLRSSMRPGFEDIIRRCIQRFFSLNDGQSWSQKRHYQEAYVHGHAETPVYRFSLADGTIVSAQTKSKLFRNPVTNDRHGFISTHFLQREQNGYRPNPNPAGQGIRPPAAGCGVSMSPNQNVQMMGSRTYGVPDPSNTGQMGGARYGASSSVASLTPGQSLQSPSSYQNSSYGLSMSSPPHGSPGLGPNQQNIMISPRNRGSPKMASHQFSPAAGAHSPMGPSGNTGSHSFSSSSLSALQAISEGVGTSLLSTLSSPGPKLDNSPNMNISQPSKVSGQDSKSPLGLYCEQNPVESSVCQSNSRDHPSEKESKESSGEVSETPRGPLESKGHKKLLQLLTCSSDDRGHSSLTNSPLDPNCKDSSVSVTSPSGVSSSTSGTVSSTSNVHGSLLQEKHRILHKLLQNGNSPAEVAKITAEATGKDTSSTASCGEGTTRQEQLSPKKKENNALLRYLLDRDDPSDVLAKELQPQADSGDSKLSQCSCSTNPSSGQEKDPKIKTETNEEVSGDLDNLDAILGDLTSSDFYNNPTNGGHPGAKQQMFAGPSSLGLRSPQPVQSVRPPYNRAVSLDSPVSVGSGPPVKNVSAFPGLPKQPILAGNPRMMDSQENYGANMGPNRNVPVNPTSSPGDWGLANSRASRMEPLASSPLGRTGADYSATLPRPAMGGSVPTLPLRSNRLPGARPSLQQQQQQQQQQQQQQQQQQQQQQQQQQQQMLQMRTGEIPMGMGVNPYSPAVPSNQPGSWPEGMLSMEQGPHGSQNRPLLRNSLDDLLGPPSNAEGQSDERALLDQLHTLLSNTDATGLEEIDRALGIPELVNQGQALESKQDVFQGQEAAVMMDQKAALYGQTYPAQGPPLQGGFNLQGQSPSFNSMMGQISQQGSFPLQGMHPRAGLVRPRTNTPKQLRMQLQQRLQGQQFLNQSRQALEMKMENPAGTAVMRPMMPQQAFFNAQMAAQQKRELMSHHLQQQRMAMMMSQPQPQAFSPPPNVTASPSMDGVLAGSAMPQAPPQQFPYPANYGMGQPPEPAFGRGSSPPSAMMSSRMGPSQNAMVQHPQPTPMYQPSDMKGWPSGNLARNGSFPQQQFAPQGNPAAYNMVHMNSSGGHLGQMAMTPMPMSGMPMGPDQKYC
IDE inh = inhibits human insulin-degrading enzyme in HEK cells. P14735. FAbetaB cleavage, fluorescence polarization. inhibition, % at 5.59 µM. 320,000 tested, 0.41% active. AID 434962;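 active = percent inhibition above the average of all tested compounds plus 3 SD, set per screening campaign, cut at about 16% in these data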;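 note: IDE supplied by intact live HEK cells; FP after avidin binding of uncleaved biotin substrate so inhibition keeps polarization high; 0% = DMSO wells and 100% = 60 µM reference IDE inhibitor Ii1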
VIM-2 inh = inhibitors of Pseudomonas aeruginosa VIM-2 metallo-beta-lactamase | inhibition, % at 5.6 µM | purified VIM-2, nitrocefin hydrolysis, epi-absorbance fluorescence | 290,000 tested, 0.89% active;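 active = inhibition above the mean of all tested compounds plus 3 SD, cutoff set per screening run, cut at about 7.5% in these data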;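 note: red hydrolysis product quenches plate fluorescence so inhibitors raise well fluorescence; 0% = enzyme with DMSO and 100% = DMSO without enzyme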
IMP-1 inhibitor = inhibitors of Pseudomonas aeruginosa IMP-1 metallo-beta-lactamase; 290,000 tested, 0.45% active; purified IMP-1, nitrocefin hydrolysis, epi-absorbance fluorescence; AID 1556; inhibition, % at 5.6 µM;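 active = inhibition above the mean plus 3 SD of all compounds in the same screening run, cut at about 4.5% in these data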;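 note: 0% = IMP-1 with DMSO and 100% = DMSO wells lacking enzyme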
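Assay system: purified IMP-1; Quantity: IMP-1 0.2 nM before substrate addition; Medium: HEPES buffer pH 7.1 with ZnSO4 and Brij 35; Incubation: 15 min enzyme–compound preincubation, then 25 min nitrocefin reaction, 25 °C; Signal: fluorescence quenching readout, ex 480/em 530 nm; Controls: DMSO with and without IMP-1; Repeats: singlicate testing.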
IDE act = boosts human insulin-degrading enzyme activity in HEK cells. P14735. 340,000 tested, 0.073% active. AID 493087. activation, % at 5.96 µM. FAbeta-B cleavage, fluorescence polarization; 0% vehicle, 100% cell-free pure enzyme wells;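 active = activation above the mean of all tested compounds plus 3 SD, set per screening campaign, cut at about 17% in these data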
HCV NS3 hel inh = blocks Hepatitis C virus NS3 helicase unwinding | NS3 helicase DNA unwinding, Cy5 molecular beacon fluorescence | 290,000 tested, 0.56% active | inhibition, % at 10.9 µM;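 active = inhibition above the mean of all tested compounds plus 3 SD, set per campaign, cut at about 35% in these data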;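 note: 0% = DMSO wells and 100% = thioflavine S control wells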
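System: HCV NS3 helicase fragment; control set: DMSO and thioflavine S; technique: Cy5 fluorescence at 0 and 60 min, beacon hairpin quenching; reagent: beacon DNA duplex substrate plus ATP; replicates: singlicate; schedule: 1 h reaction at 25 °C, ATP-initiated; medium: MOPS buffer pH 6.5 with MgCl2, DTT, Tween20, BSA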
GalR3 antagonist = human GalR3 antagonism; inhibition, % at 3 µM; 360,000 tested, 0.44% active; HEK293 GalR3-CNG cAMP membrane potential fluorescence; galR3 body fused to GalR1 C-terminus;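 active = inhibition above the screen-wide average plus 3 SD, cut at about 13% in these data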;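 note: forskolin and galanin both at EC90 stimulate the cells; cAMP rise reported by CNG channel membrane potential dye signal; 0% = forskolin plus galanin with DMSO and 100% = forskolin alone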
CRFR2-BP antag = CRF-BP/CRF-R2 complex antagonism. 350,000 tested, 0.59% active. inhibition, % at 11.8 µM. HEK293 CRF-R2/CRF-BP, CRF-induced calcium fluorescence. AID 588475;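 active = inhibition of the ligand-induced calcium signal above about 50% at the single tested concentration, limit read from the data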
* hit, by the source's call; / = not tested or not shown. Compounds were not picked by outcome (roughly 3.2% active in at least one column).

GalR3 antagonist	UBC9 SUMO inh	VIM-2 inh	HCV NS3 hel inh	CRFR2-BP antag	IMP-1 inhibitor	pCIP destab	IDE act	IDE inh	SMILES
-9	0	-1.9	-2	-17	-4.1	3	2	4	Cc1ccc(C(=O)Cc2nc3ccccc3[nH]2)cc1
-3	54	-1.3	0	4	-2.2	-7	4	2	Cc1cc2c(NC(=O)Nc3ccc(C(C)(C)C)cc3)cccc2nn1
-1	13	1.2	18	0	-3.2	-3	4	-1	COc1ccc(N2C(=S)NC(C)(C)CC2(C)c2ccc(OC(C)=O)cc2OC(C)=O)cc1 (stereo not given)
-2	/	/	/	-7	/	/	5	11	COc1ccc(S(=O)(=O)N2CCCCC2)cc1NC(=O)CCNC(=O)c1ccc(Cl)cc1
-7	-1	-1.6	-3	11	0.4	-16	6	4	COc1ccc(C(=O)Nc2oc(-c3ccccc3)c(-c3ccccc3)c2C#N)cc1OC
-9	-9	-0.5	-34	-24	-1.7	-1	0	0	OCCNCc1cc(Br)ccc1OCc1ccc(Cl)cc1
-6	-1	-1.7	6	4	-1.5	-5	2	1	CCCCN1C(=S)NC[C@@H]1C(C)CC (stereo not given in full)
-2	-1	-1.6	-3	-13	-5.1	2	-3	2	CCCCCn1cnc2sc(CC)cc2c1=O
4	-6	-1.1	-1	9	-2.2	-6	6	2	O=C(NCc1ccc2c(c1)OCO2)C(=O)NCC1OCCN1S(=O)(=O)c1ccccc1 (stereo not given)
-2	30	-5.0	5	5	-2.7	-16	-1	7	CC(C)(C)NC(=O)c1cccc(NC(=O)CSc2ccccc2)c1
2	12	-3.1	-11	17	-3.2	-15	12	-4	CCOC(=O)C1(CCCc2ccccc2)CCN(C(=O)c2cc(C)nc(C)n2)CC1
-8	6	-4.1	12	-3	-3.0	-4	-1	2	CCC(CC)c1nnc(NC(=O)CS(=O)(=O)c2ccccc2)s1

Carrying on.
GalR3 antagonist	UBC9 SUMO inh	VIM-2 inh	HCV NS3 hel inh	CRFR2-BP antag	IMP-1 inhibitor	pCIP destab	IDE act	IDE inh	SMILES
-8	6	-0.8	-6	13	-1.8	0	-1	2	CCC(C)[C@@H]1NC(=O)N(CCCN2CCCC2=O)C1=O (stereo not given in full)
-2	/	/	/	5	/	/	-2	-6	Cc1ccc(NC(=O)CCC(=O)N2CCOCC2)nc1
-9	7	-0.4	3	34	-3.4	-1	7	-1	CN(C)c1ccc(S(=O)(=O)c2ccc(Cl)cc2)cc1
-4	-4	-2.5	4	15	-3.6	1	-1	2	COc1cc(S(=O)(=O)Nc2cccnc2)ccc1Cl
-10	16	-0.3	-6	-42	-3.0	-15	-1	17*	CC(=O)N/C(=C\c1ccccc1)C(=O)OCC(=O)NC(C)C12CC3CC(CC(C3)C1)C2 (stereo not given)
-5	-36	-1.2	1	-26	-1.3	-19	-9	11	O=[N+]([O-])c1ccc(/C=N/Nc2ccc3ccccc3c2)o1
-6	/	/	/	-7	/	/	-1	1	Fc1ccc(OCCOCCN2CCCC2)cc1
-3	9	-3.1	3	-13	-1.8	-8	1	-2	O=C(N/N=C/C(Cl)=C\c1ccccc1)c1cnccn1
-5	9	-0.3	-4	-14	-1.1	4	2	0	Cc1ccc(S(=O)(=O)N2CC3(C)CN(S(=O)(=O)c4ccc(C)cc4)CC(C)(C2)C3)cc1
-3	19	-1.4	15	7	-1.4	-24	0	-1	CC(=O)Nc1ccc(S(=O)(=O)NCC2CCC(C(=O)NC(C)c3ccccc3)CC2)cc1 (stereo not given)
-1	11	-0.2	-4	-12	-2.6	-5	-1	9	CCN=C1Cn2c(nc3scc(-c4ccccc4)c3c2=O)CN1CC
-9	16	-2.2	8	0	-3.8	-7	5	4	C=CCNC(=O)c1ccccc1NC(=O)C1CC(=O)N(C(C)C)C1 (stereo not given)

IDE inh: what is marked active above.
GalR3 antagonist	UBC9 SUMO inh	VIM-2 inh	HCV NS3 hel inh	CRFR2-BP antag	IMP-1 inhibitor	pCIP destab	IDE act	IDE inh	SMILES
-10	16	-0.3	-6	-42	-3.0	-15	-1	17*	CC(=O)N/C(=C\c1ccccc1)C(=O)OCC(=O)NC(C)C12CC3CC(CC(C3)C1)C2 (stereo not given)

Further entries
GalR3 antagonist	UBC9 SUMO inh	VIM-2 inh	HCV NS3 hel inh	CRFR2-BP antag	IMP-1 inhibitor	pCIP destab	IDE act	IDE inh	SMILES
-7	1	-2.9	7	-1	-3.3	-10	4	0	O=C(Nc1ncc([N+](=O)[O-])s1)c1ccc2c(c1)OCO2
-3	14	-1.5	6	4	3.0	-12	1	9	Cc1cc(C)nc(N(C#N)S(=O)(=O)c2ccccc2Cl)n1
-5	/	/	/	-5	/	/	0	1	O=C(CN1CCCCC1)NC(=O)NC1CCCCC1
-1	/	-1.6	13	3	-3.9	/	/	-1	CCC(=O)N1CCc2cc(S(=O)(=O)CCC(=O)Nc3c(C)n(C)n(-c4ccccc4)c3=O)ccc21
-4	/	/	/	-18	/	/	-1	0	COc1ccc(CNC(=O)CCC(=O)c2ccc(F)cc2)cc1OC
3	-14	-2.6	4	-3	-2.5	-7	6	2	CC(=O)Nc1ccccc1C(=O)N1CC(C)OC(C)C1 (stereo not given)
2	-7	-0.1	8	2	15*	2	4	-2	O=C(O)C1C2CCC(CC2)C1C(=O)N1CCN(Cc2ccc(F)cc2)CC1 (stereo not given)
-4	-2	-1.1	3	0	-1.2	1	-1	6	COc1cccc(/C=C2/NC(=O)NC2=O)c1OCC(=O)Nc1ccccc1
/	7	0.9	45*	/	3.9	-738	/	/	CCN(CC)c1ccc(/C=C(\C#N)c2nc(-c3cccs3)c(NC(C)=O)s2)cc1
-1	29	0.1	-42	1	0.4	-1	-3	-2	CCCOc1ccc(-c2nc(C#N)c(N3CCN(CC)CC3)o2)cc1
0	20	-3.2	-9	15	-1.4	0	4	3	Cc1nnc(SC(C(=O)Nc2cc(Cl)cc(Cl)c2)c2ccccc2)[nH]c1=O (stereo not given)
-3	10	-2.3	-4	14	-2.7	-16	-1	/	Cc1ccc(S(=O)(=O)N2CCOCC2)cc1C(=O)OCC(=O)N1CCc2ccccc2C1

Part of the list above in order of formula weight, smallest number first:
GalR3 antagonist	UBC9 SUMO inh	VIM-2 inh	HCV NS3 hel inh	CRFR2-BP antag	IMP-1 inhibitor	pCIP destab	IDE act	IDE inh	SMILES
-3	14	-1.5	6	4	3.0	-12	1	9	Cc1cc(C)nc(N(C#N)S(=O)(=O)c2ccccc2Cl)n1
-4	/	/	/	-18	/	/	-1	0	COc1ccc(CNC(=O)CCC(=O)c2ccc(F)cc2)cc1OC
-1	/	-1.6	13	3	-3.9	/	/	-1	CCC(=O)N1CCc2cc(S(=O)(=O)CCC(=O)Nc3c(C)n(C)n(-c4ccccc4)c3=O)ccc21

(cont.)
GalR3 antagonist	UBC9 SUMO inh	VIM-2 inh	HCV NS3 hel inh	CRFR2-BP antag	IMP-1 inhibitor	pCIP destab	IDE act	IDE inh	SMILES
-2	0	-1.5	-6	0	-0.8	1	0	-2	O=[N+]([O-])c1cc(CN2CCC(O)CC2)ccc1Cl
7	4	-2.6	5	-1	-1.5	2	4	-2	CCOC(=O)N1CCC(N(CCN(C)C)C(=S)Nc2ccccc2OCC)CC1
-8	/	/	/	19	/	/	7	2	C=CCC[C@@H](Cc1ccc(F)cc1)C(=O)O[C@H](CNC(=O)[C@H](CC=C)CC(=O)N(CCO)Cc1ccccc1)c1ccccc1
-3	/	/	/	6	/	/	2	-5	Cc1cc(C)cc(NC(=O)COC(=O)CCn2c(C)csc2=O)c1
-3	7	-3.6	5	27	-3.4	4	2	2	O=S(=O)(c1cc(F)ccc1F)N1CCC2(CC1)OCCO2
4	2	-3.0	10	-9	-2.5	-25	4	5	Cc1onc(-c2ccccc2)c1C(=O)N1CCCC1
-6	-3	-2.0	2	-3	-3.9	-12	5	4	COc1ccc2c(c1)c(N=NC(N)=S)c(O)n2CC(=O)c1ccccc1
-2	-8	0.6	25	-19	4.5*	2	2	1	Cc1cc(C)c2cc(C(=O)N3CCC(C(=O)c4ccc(F)cc4)CC3)[nH]c2c1
0	21	-1.3	10	4	-2.0	-2	3	1	CC(C)Oc1ccc(/C(O)=C2/C(=O)C(=O)N(Cc3cccnc3)C2c2ccco2)cc1 (stereo not given)
-4	9	-0.8	4	-2	-1.1	8	2	1	O=C(CSc1nnc(-c2cccc(F)c2)o1)Nc1nncs1
-2	29	-2.4	-1	8	-3.0	-12	2	4	CC(=N)C1=C(O)CC(C)(C)CC1=O
-6	7	1.1	-7	29	-3.7	-5	1	2	O=C1CC(N2CCN(S(=O)(=O)c3ccc(Cl)cc3)CC2)C(=O)N1CCc1ccccc1 (stereo not given)

Single records, as listed above. Order of screens: GalR3 antagonist	UBC9 SUMO inh	VIM-2 inh	HCV NS3 hel inh	CRFR2-BP antag	IMP-1 inhibitor	pCIP destab	IDE act	IDE inh
`O=S(=O)(c1cc(F)ccc1F)N1CCC2(CC1)OCCO2` is listed as -3	7	-3.6	5	27	-3.4	4	2	2
`CC(C)Oc1ccc(/C(O)=C2/C(=O)C(=O)N(Cc3cccnc3)C2c2ccco2)cc1` (stereo not given) is listed as 0	21	-1.3	10	4	-2.0	-2	3	1

New compounds follow
GalR3 antagonist	UBC9 SUMO inh	VIM-2 inh	HCV NS3 hel inh	CRFR2-BP antag	IMP-1 inhibitor	pCIP destab	IDE act	IDE inh	SMILES
-3	27	-2.8	8	7	-0.6	0	-3	4	COC(CSc1ncnc2c1oc1nc3c(cc12)COC(C)(C)C3)OC
4	-1	-0.8	-7	-29	-1.1	-6	6	5	C/C=C/Cn1c(N2CCCCCC2)nc2c1c(=O)[nH]c(=O)n2C
-7	-21	-3.9	-13	2	-1.8	-11	5	2	Cc1cccc(COCC(Cc2ccccc2)N2CCN(C(=O)c3ccc(Cl)c(Cl)c3)CCC2=O)c1 (stereo not given)
-6	-20	-1.5	0	0	-0.6	0	4	8	O=C(OCC(=O)c1ccc(Cl)cc1Cl)c1ccc2c(c1)C(=O)N(c1cccc3ncccc13)C2=O
-5	9	-3.5	-1	16	-3.5	-1	9	5	COc1ccc(NC(=O)Nc2nccs2)cc1
1	42	-1.9	5	-20	-1.0	-8	7	3	CCOc1ccc2c(c1)S/C(=C\c1cccs1)C(=O)N2
-1	/	/	/	-10	/	/	4	5	COc1ccc(C(=O)COC(=O)Cn2cnc3ccccc3c2=O)c(OC)c1
-6	-26	-3.5	-19	-6	-1.8	12	2	2	CC(C)Cn1c(N2CCN(CC(=O)Nc3ccc(Cl)cc3)CC2)nc2ccccc21
-9	7	-0.4	2	-1	-1.6	-8	-5	2	N#Cc1ccc(CN2CCN(C(=O)Cn3nc(C(N)=O)c4ccccc4c3=O)CC2)cc1
-3	-14	-2.7	-19	-11	-2.6	-12	3	11	Cc1ccccc1NS(=O)(=O)c1ccc(C(=O)NCC(c2ccccc2)N(C)C)cc1 (stereo not given)
1	4	-0.5	-6	0	-4.5	-12	-1	5	CC(=O)NC(Cc1c[nH]c2ccccc12)C(=O)Nc1ccc2c(c1)OCO2 (stereo not given)
0	8	-1.0	-5	10	-1.2	-3	3	1	CC1(C)CC(=O)C(C=NCCN2CCN(CC(=O)Nc3ccc(Cl)cc3)CC2)=C(O)C1

Screening data as filed in PubChem.
